Screens deposited in PubChem by National Center for Advancing Translational Sciences (NCATS).
GAA inhib: blocks human lysosomal alpha-glucosidase; P10253; purified human GAA, 4-MU-alpha-glucoside fluorescence; Potency, µM (highest dose often 76.9 µM), inactives show at the highest dose activity change, negative = inhibition, hits mostly inhibitors; hit rate 0.005% among 200,000; AID 1466;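 further: potency means the concentration at half of the fitted maximal effect; plate controls were uninhibited enzyme wells for no effect and no-enzyme background for full effect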
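Enzyme (4 nM final) mixed with compound (up to 77 uM), then 4-MU-alpha-D-pyranoside (400 uM final) added; 20 min at room temperature, pH 5.0. Reaction stopped at pH 10, fluorescence read, AC50 derived by Hill fit.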
HTT ATP protect: cytoprotection in Huntington HTT-Q103 PC12 cell model. PC12 HTT-Q103 induced, cytoprotection, ATP luminescence, 40 h. Potency, µM (doses to about 56.4 µM), for the others: cytoprotection (ATP increase), usual class: activators. hit rate 0.14% among 230,000;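 further: potency means the concentration at half of the fitted maximal effect; % of control where 0% means no effect; nearly all actives have a fitted effect of over 45% in size; toxic huntingtin expression switched on by the ecdysone agonist tebufenozide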
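Stable PC12 Q103-GFP cells in serum-supplemented, phenol red-free DMEM; induction by tebufenozide at 100 nM final; compound dose series; cell viability quantified luminescently from ATP.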
aGlu spleen mod: inhibitors or activators of human alpha-glucosidase in spleen homogenate; Potency, µM (doses to about 79.9 µM), without a hit: at the top dose activity change, negative = inhibition, actives largely listed as inhibitors; AID 2112; hit rate 0.006% among 240,000; human spleen homogenate, 4-MU-alpha-glucoside fluorescence; P10253;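 further: potency means the concentration at half of the fitted maximal effect; 0% = enzyme with vehicle and -100% = no enzyme basal signal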
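AC50 values come from Hill-equation fits of concentration-response data, normalized to no-enzyme and full-activity controls. Enzyme source: 1 ug human spleen homogenate; 1 mM fluorogenic 4-MU glucoside, pH 5.0 citrate buffer, 37 C, 40 min.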
GAA glycogen mod: GAA glycogen-cleavage inhibition or activation | recombinant GAA, glycogen substrate, Amplex Red glucose oxidase fluorescence | Potency, µM (titrated, usually from 76.4 µM), for inactives: at the top dose activity change, negative = inhibition, actives largely listed as inhibitors | hit rate 0.38% among 300,000;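 further: potency means the concentration at half of the fitted maximal effect; 0% = full enzyme reaction and -100% = no-enzyme basal signal; the screen sought inhibitors and activators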
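Recombinant human alpha-glucosidase (4 nM final) hydrolysed bovine liver glycogen (30 ug) for 40 min at 37 C in pH 5.0 citrate/phosphate with 0.01% Tween-20. Released glucose detected by glucose oxidase/Amplex Red, Ex 573/Em 610 nm. Compounds up to 77 uM; AC50 from Hill fits.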
CBFb-RUNX1 inh: CBF-beta/RUNX1 interaction disruption. Q01196+Q13951. AlphaScreen CBFb-His/RUNX1-biotin binding, biochemical. 230,000 tested, under 10 active. AID 1477. Potency, µM (top dose mostly 59.8 µM), for the others: at the highest dose activity, negative = inhibition, most hits filed as inhibitors; further: % of control where 0% means no effect
Target sequence (Q01196 whole entry, looked up): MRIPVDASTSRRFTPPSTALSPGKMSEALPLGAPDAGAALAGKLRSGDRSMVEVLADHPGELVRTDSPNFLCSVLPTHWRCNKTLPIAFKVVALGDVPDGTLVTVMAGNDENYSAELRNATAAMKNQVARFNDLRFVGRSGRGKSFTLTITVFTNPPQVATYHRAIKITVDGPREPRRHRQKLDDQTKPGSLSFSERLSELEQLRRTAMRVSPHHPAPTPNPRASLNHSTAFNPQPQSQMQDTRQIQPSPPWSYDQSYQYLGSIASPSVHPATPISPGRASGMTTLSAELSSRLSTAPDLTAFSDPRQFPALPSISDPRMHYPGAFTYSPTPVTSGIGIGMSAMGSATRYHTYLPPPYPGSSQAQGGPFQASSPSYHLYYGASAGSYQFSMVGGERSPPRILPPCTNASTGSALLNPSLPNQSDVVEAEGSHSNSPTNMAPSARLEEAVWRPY
Target sequence (Q13951 whole entry, looked up): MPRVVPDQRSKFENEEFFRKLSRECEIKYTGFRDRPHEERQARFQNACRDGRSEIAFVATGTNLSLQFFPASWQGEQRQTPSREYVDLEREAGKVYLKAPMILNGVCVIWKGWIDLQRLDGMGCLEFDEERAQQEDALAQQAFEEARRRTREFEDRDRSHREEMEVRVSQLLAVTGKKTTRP
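Inhibition was taken as any reduction in AlphaScreen signal from the CBF-beta–RUNX1 pair (His and biotin tags, 30 nM each), measured after compound (15 min) and bead (90 min) incubations at room temperature.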
HttQ103 aggreg: reduces HttQ103-GFP aggregates in PC12 cells; Potency, µM (top dose mostly 46.1 µM), inactives show at the highest dose activity change, negative = inhibition, hits mostly inhibitors; PC12 HttQ103-GFP aggregates, Acumen cytometry, 40 h; hit rate 1.1% among 220,000; AID 1688; further: potency means the concentration at half of the fitted maximal effect; on the % scale 0 is the no-effect control and ±100 the full control effect; nearly all actives have a fitted effect of over 60% in size
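Quantitative HTS on tebufenozide-induced (100 nM) PC12 cells stably expressing polyQ103 Huntingtin exon 1–GFP. Reduction of bright GFP aggregates, detected by laser scanning cytometry after lysis, identified actives across the titration.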
LMNA splice mod: modulators of lamin A splicing | HeLa LMNA splicing GFP/RFP minigene ratio, 48 h | Potency, µM (titrated, usually from 46.1 µM), for the others: top-dose ratio change, negative = inhibition, usual class: inhibitors | hit rate 0.01% among 200,000 | AID 1487; active means well fitted inhibition curve with a large enough effect in the signal ratio, with a control signal flat, not every such curve was filed as active; inconclusive means small, poorly fitted or top-dose-only effect, or effect the other way, or a change in a side signal; the % refers to the signal ratio; further: potency means the concentration at half of the fitted maximal effect; on the % scale 0 is the no-effect control and ±100 the full control effect
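Read-out is the ratio of GFP to DsRed2 object intensity, acquired by 488 nm laser-scanning cytometry on HeLa lamin A-EGFP minigene reporter cells. Compound incubation 48 hrs at 37 °C in Opti-MEM with 2% FBS; DMSO 0.5% final.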
Active calls of the source: *; ? = inconclusive; / = no result given; [ ] = another dose, or the depositor's remark. Unless noted, the call rests on the fitted dose curve; in most records, active means well fitted curve in the direction sought with a large enough effect; inconclusive means small, poorly fitted or top-dose-only effect, or another doubt; inactive means no such curve, though single readings can be large; an effect the other way counts as inactive or inconclusive.

SMILES	GAA inhib	HTT ATP protect	aGlu spleen mod	GAA glycogen mod	CBFb-RUNX1 inh	HttQ103 aggreg	LMNA splice mod
CCN(CC)S(=O)(=O)c1ccc2c(c1)N(CC(=O)Nc1cccnc1Cl)C(=O)CO2	-0.7%	-25.8%	1.0%	1.8%	10.4%	-13.3%	/
O=C(O)C1CCCCC1C(=O)NCCc1cccc(Cl)c1 (stereo not drawn)	-6.0%	-5.7%[0.074 µM]	1.2%	-5.7%	2.9%	-3.5%	7.9%
Cc1ccccc1Nc1nc(N)nc(COC(=O)c2cccc(S(=O)(=O)N(C)C)c2)n1	-11.8%	-82.1%[inhibitor][10 µM]	5.0%	-4.8%	-0.3%	?	5.6%
CC(C)(C)c1ccc(NC(=O)c2ccsc2)cc1	/	-60.4%[inhibitor][10 µM]	-8.3%	7.2%	4.2%	4.6%[9.22 µM]	/
Cc1ccc(S(=O)(=O)N2CCOCC2)cc1C(=O)NC(=S)N1CC(C)CC(C)C1 (stereo not drawn)	/	33.5%[10 µM]	-5.7%	-6.9%	2.9%	12.9%[9.22 µM]	/
Cc1ccc(-c2nnc(SCC(=O)Nc3sc(C)c(C)c3C#N)n2C)cc1	1.5%	-6.4%[1.9 µM]	0.0%	8.4%	6.5%	-6.2%	6.7%
COCCn1c(=O)[nH]c(=O)c2cc(C(=O)c3cc(OC)ccc3O)cnc21	-1.0%	-6.7%[10 µM]	-8.0%	-7.7%	-0.7%	-10.1%	-5.3%
CCCCN(C)CCNC(=O)Cn1c(=O)sc2ccccc21	4.2%[15.4 µM]	-17.4%	3.5%	-3.9%	4.2%	18.9%	-5.7%
O=C1NC2(CCCC2)N=C1c1ccc(F)cc1	5.7%	-14.9%	-0.3%	-2.5%	2.2%	7.4%[9.22 µM]	8.3%
Cc1ccc(CN2CCN(/N=C/c3cccn3C)CC2)c(C)c1	-0.7%	?	-3.9%	-11.8%	-11.9%	12.2%	-25.7%[9.22 µM]
O=C(Oc1ccccc1)c1cccc(COC(=O)c2cnccn2)c1	-4.4%	-7.0%[0.074 µM]	-1.9%	-5.2%	3.3%	-11.6%	-4.3%
Cc1onc(-c2ccccc2)c1C(=O)Nc1nnc(N(C)Cc2ccccc2)s1	2.5%	-1.4%	-0.7%	-4.7%	-7.3%	-5.4%	2.1%
NC(=O)COC(=O)CSc1cccc2cccc(Cl)c12	-11.7%	-29.0%	-0.7%	1.6%	-12.2%	5.5%	-9.5%[46 µM]
S=c1[nH]nc(-c2ccccc2)n1CC1CCCO1 (stereo not drawn)	13.7%	-15.7%	-4.7%	14.8%	7.0%	-12.6%	11.3%
COc1ccc(-c2cc3nc4n(c(=O)c3s2)CCC4)cc1	2.5%	-80.3%[inhibitor]	5.4%	3.1%	4.6%	?	8.5%
C=CCc1ccc(OCCCCOc2ccc(C(=O)O)cc2)c(OC)c1	-1.3%	/	-3.4%	2.0%	1.4%	/	?
Cc1sc2ncnc(SC(C)C#N)c2c1C (stereo not drawn)	5.6%	-1.4%	-8.5%	-8.1%	15.1%	-3.5%	17.9%
COc1ccc(OC)c(S(=O)(=O)NCCc2ccccc2)c1	-3.8%	-17.0%	-4.4%	-2.3%	5.4%	3.1%	4.8%
COc1ccc(N2C(=O)CCC(C(=O)O)C2c2ccccc2OC)cc1 (stereo not drawn)	/	9.3%[10 µM]	-1.0%	-5.0%	5.5%	10.6%[9.22 µM]	/
COCCNc1nc(CSc2ccccc2)nc2sc(C)c(C)c12	-2.7%	4.3%[10 µM]	-1.4%	-6.5%	?	?	9.4%
Cc1ccc(S(=O)(=O)NCCC2(C(C)C)CCOC(C)(C)C2)cc1 (stereo not drawn)	-6.7%	1.4%	0.2%	-2.5%	4.2%	-3.9%	-4.1%
CCCCn1c(SCC(=O)Nc2nnc(C)s2)nnc1-c1ccoc1C	-1.6%	-15.6%[4.97 µM]	6.0%	3.8%	4.8%	-3.6%	6.3%
CC(C)CC(=O)Nc1cccc(-c2nc3ccccc3o2)c1	-5.5%	10.4%	-0.6%	-8.9%	1.4%	9.5%	2.3%
CCOc1ccc(N2C(=O)CN(c3cccc4ccccc34)C2=S)cc1	-4.9%	-38.2%[inhibitor]	/	7.2%	-15.5%	6.3%	/
CC(=O)NS(=O)(=O)c1ccc(NC(=S)NC(=O)COc2ccccc2C)cc1	4.6%	/	-6.9%	8.1%	5.1%	-11.0%	?
O=C(C1CCCCC1)N1CCN(S(=O)(=O)c2ccc(Cl)cc2)CC1	1.1%	-3.1%	-3.0%	3.3%	7.1%	-6.3%	7.6%
CN1C(=O)CC(N2CCN(CC(=O)N3CCCC3)CC2)C1=O (stereo not drawn)	0.5%	-8.1%	-4.5%	2.9%	1.6%	10.5%	8.8%
CC(=O)c1cccc(S(=O)(=O)NCC(c2ccco2)N2CCCCC2)c1 (stereo not drawn)	-6.8%	-39.8%	-1.9%	2.2%	5.1%	-18.1%	-1.7%
Cc1ccc(/C(N)=N/OC(=O)c2ccc(F)cc2)cc1	4.3%	-1.7%[10 µM]	-1.5%	-1.6%	13.1%	-2.8%	-5.3%
Cc1ccc(NC(=O)CN2C(=O)N/C(=C/c3ccc(C)o3)C2=O)cc1	8.2%	-16.7%	-3.0%	-4.1%	-0.1%	23.5%	-4.0%
CC(=O)Nc1cccc(Oc2cnc3ccccc3n2)c1	-31.2%	-13.4%	-5.1%	4.4%	-2.7%	-33.0%	12.1%
CCCCN(C)CCNC(=O)C(=O)c1c(C)[nH]c2ccccc12	-3.5%	-28.8%	/	3.5%	12.6%	2.3%	-2.1%[46 µM]
CN(CC(=O)NCc1ccncc1)S(=O)(=O)c1ccc2ccccc2c1	11.4%	/	6.2%	2.4%	3.4%	/	16.5%[46 µM]
CC1(OC(=O)C2CCCC2)C(=O)C=C2C=C(c3ccsc3)N(c3ccc(CO)cc3)C=C2C1=O (stereo not drawn)	/	21.8%[10 µM]	-12.8%[17.4 µM]	/	6.9%[13.1 µM]	/	-5.3%[9.22 µM]
COCCCn1c(=S)[nH]c(C)c(C)c1=O	0.1%	2.8%[10 µM]	-3.5%	6.8%	1.0%	3.3%[9.22 µM]	/
CC(=O)NS(=O)(=O)c1ccccc1	-5.7%	8.4%[10 µM]	-0.1%	2.6%	1.0%	-20.1%	3.8%
CSc1nc(-c2ccco2)nn1C(=O)CCc1ccccc1	-6.7%	-8.8%	-6.2%	7.5%	4.1%	7.7%	10.2%
Cc1cc2c([nH]c3ccccc32)c2c1OC(C)(C)C=C2	/	7.4%[10 µM]	-2.5%	-28.4%	-0.5%	18.1%[9.22 µM]	/
NC(=O)c1cccc2c3c([nH]c12)CCCC3	-9.3%	-9.6%	-8.3%	-6.6%	-5.0%	-11.0%	13.2%
N#Cc1nc(N2CCCCC2)nc(N2CCOCC2)n1	-3.5%	-1.0%	-4.6%	6.0%	?	15.0%	-21.2%
CCc1ccc(Oc2coc3cc(OC(=O)c4cc5ccccc5oc4=O)ccc3c2=O)cc1	4.6%	-4.8%[10 µM]	1.8%	2.1%	-3.1%	8.6%	-1.9%
Cc1cnccc1CN(C)Cc1nc(Cc2ccccc2Cl)no1	-12.5%	21.4%[10 µM]	2.8%	-11.8%	19.2%	-5.7%[9.22 µM]	/
Cc1ccccc1OCCCN1CCCC1	-1.2%	3.2%	-4.9%	-3.8%	-0.7%	-14.8%	14.1%
CCn1ccnc1CN1CCCC(C(=O)c2ccc3c4c(cccc24)CC3)C1 (stereo not drawn)	/	-11.6%[10 µM]	-3.0%	5.8%	-8.4%	-3.3%[9.22 µM]	/
O=C(CN1C(=O)NC2(CCCCC2)C1=O)NC1CCCc2ccccc21 (stereo not drawn)	2.0%	-7.2%[10 µM]	-2.1%	-3.6%	3.3%	-4.0%	-12.6%
CC(C)N1CCC(N2CCN(C3CCCCC3)CC2CCO)CC1 (stereo not drawn)	3.9%	10.4%[10 µM]	-1.7%	0.4%	1.2%	8.5%[9.22 µM]	-3.6%[46 µM]
COc1ccc2nc(SCC(=O)c3ccco3)[nH]c2c1	-1.4%	-66.8%[inhibitor]	-6.4%	-2.2%	0.7%	14.4%	6.9%
O=C(Cn1nc(C(F)(F)F)c2c1CCCC2)Nc1ccc2c(c1)OCO2	-14.7%	22.1%[10 µM]	-1.6%	-1.2%	2.8%	?	-4.7%
O=C(Nc1ccc(Br)cc1F)c1sccc1-n1cccc1	-3.8%	15.9%	-1.7%	2.2%	13.2%	6.3%	12.7%
Brc1ccc2oc(-c3ccn[nH]3)cc2c1	/	-14.9%[10 µM]	-6.0%	1.5%	-0.7%	-1.0%[9.22 µM]	/
New compounds follow.
SMILES	GAA inhib	HTT ATP protect	aGlu spleen mod	GAA glycogen mod	CBFb-RUNX1 inh	HttQ103 aggreg	LMNA splice mod
COc1cc(NS(C)(=O)=O)c(OC)cc1NC(=O)c1cccc(F)c1	0.7%	1.4%	-2.6%	-14.2%	3.1%	-2.3%	-8.5%
CCCOC(=O)Cn1c(=O)c2cc3c(=O)n(CC(=O)OCCC)c(=O)c3cc2c1=O	-1.7%	-9.3%[10 µM]	-3.8%	-4.9%	-1.0%	-21.9%	-0.7%
CC(C)C(=O)Nc1ccc(C(=O)Nc2nnc(C(C)(C)C)s2)cc1	-5.8%	-55.9%[inhibitor]	9.8%	22.9%	-3.1%	?	/
Cc1ccc(C2C(C#N)=C(N)Oc3n[nH]c(-c4cccnc4)c32)o1 (stereo not drawn)	1.9%	-23.3%	0.6%	1.7%	-1.0%	-19.4%	/
CN(C)c1ccc(/C=N/NC(=O)CN(c2cccc(Cl)c2)S(C)(=O)=O)cc1Br	-6.2%	-7.4%	-1.3%	1.8%	11.9%	-3.8%	?
CCOC(=O)N1CCC(=NNC(=O)COc2ccc(C#N)cc2)CC1	-1.5%	-2.1%[10 µM]	0.0%	7.8%	-3.5%	23.9%	-13.3%

Sorted by formula weight (ascending): part of the list above
SMILES	GAA inhib	HTT ATP protect	aGlu spleen mod	GAA glycogen mod	CBFb-RUNX1 inh	HttQ103 aggreg	LMNA splice mod
CCOC(=O)N1CCC(=NNC(=O)COc2ccc(C#N)cc2)CC1	-1.5%	-2.1%[10 µM]	0.0%	7.8%	-3.5%	23.9%	-13.3%
CC(C)C(=O)Nc1ccc(C(=O)Nc2nnc(C(C)(C)C)s2)cc1	-5.8%	-55.9%[inhibitor]	9.8%	22.9%	-3.1%	?	/
COc1cc(NS(C)(=O)=O)c(OC)cc1NC(=O)c1cccc(F)c1	0.7%	1.4%	-2.6%	-14.2%	3.1%	-2.3%	-8.5%
